Bioassay records as filed in PubChem BioAssay.
Mcl1-Bid inh = Mcl-1/Bid interaction inhibition | inhibition, % at 21.7 µM | TR-FRET Mcl-1/Bid-Dy647 peptide binding, 1536-well | Q07820 | actives 0.97% (n = 220,000);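 active = compounds that cut the binding signal by more than half at the single screening dose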;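 also: His-tagged Mcl-1 with europium anti-His antibody binding Bid BH3 peptide; 0% = Mcl-1 plus peptide wells and 100% = peptide-only wells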
Target sequence (Q07820 whole entry, looked up): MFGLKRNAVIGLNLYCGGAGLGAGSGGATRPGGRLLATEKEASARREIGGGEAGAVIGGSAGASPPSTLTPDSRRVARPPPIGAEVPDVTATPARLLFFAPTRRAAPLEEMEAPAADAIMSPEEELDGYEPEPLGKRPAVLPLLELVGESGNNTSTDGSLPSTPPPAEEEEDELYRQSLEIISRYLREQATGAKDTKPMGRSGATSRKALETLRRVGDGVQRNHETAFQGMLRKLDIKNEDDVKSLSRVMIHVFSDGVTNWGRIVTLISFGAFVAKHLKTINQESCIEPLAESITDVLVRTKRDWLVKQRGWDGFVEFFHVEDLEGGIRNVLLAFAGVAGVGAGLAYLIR
Bim-Bcl-XL = inhibitors of Bim-Bcl-XL interaction, human | AID 1007 | Q07817 | inhibition, % at 10 µM | Bim peptide-Bcl-XL binding, bead flow cytometry, fluorescence | actives 0.04% (n = 190,000)
Bim-Bfl-1 = inhibitors of Bim-Bfl-1 interaction, human | actives 0.12% (n = 190,000) | Bead-based flow cytometry, Bim-Bfl-1 binding inhibition | inhibition, % at 10 µM;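 also: 0% = wells without compound plus tracer and 100% = blocker peptide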
RGS8-Gao reg = regulators of human RGS8-Galphao interaction. P09471. multiplexed bead flow cytometry, RGS8-Galphao binding; actives lie on both sides. response (percent of control binding), % at 10 µM. actives 0.34% (n = 220,000). AID 1423; in the data active = response below about 60% or above about 140%; inactive = in between;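 also: Galphao activated as the GDP aluminium fluoride complex binding bead-coupled RGS8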
Bim-Bcl-2 = human Bim-Bcl-2 interaction inhibition. P10415. Bead-based flow cytometry, Bim peptide-Bcl-2 binding. inhibition, % at 10 µM. actives 0.06% (n = 190,000). AID 950; in the data active = inhibition above about 40%; inconclusive = no clear call, values can overlap the other calls;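 also: 0% = no compound wells with probe peptide and 100% = reference peptide inhibitor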
Target sequence (P10415 whole entry, looked up): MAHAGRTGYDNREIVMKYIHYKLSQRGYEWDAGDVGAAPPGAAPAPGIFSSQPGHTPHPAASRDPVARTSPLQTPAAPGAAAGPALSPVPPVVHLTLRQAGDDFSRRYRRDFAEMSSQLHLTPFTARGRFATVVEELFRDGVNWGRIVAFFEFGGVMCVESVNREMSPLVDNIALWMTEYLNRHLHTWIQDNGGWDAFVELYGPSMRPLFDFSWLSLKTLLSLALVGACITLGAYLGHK
Bim-Bcl-B = human Bim-Bcl-B interaction inhibition; Q9HD36; bead-based flow cytometry, Bim peptide-Bcl-B binding; inhibition, % at 10 µM; actives 0.073% (n = 190,000); AID 951;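 also: 0% = tracer peptide without compound and 100% = reference inhibitor peptide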
Target sequence (Q9HD36 whole entry, looked up): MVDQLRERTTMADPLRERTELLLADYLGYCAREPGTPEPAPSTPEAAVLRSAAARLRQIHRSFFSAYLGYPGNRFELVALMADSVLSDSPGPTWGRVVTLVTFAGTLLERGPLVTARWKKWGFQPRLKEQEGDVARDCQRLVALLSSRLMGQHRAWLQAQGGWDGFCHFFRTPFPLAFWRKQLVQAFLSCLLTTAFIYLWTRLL
Bcl-W Bim block = inhibitors of Bim-Bcl-W interaction, human. actives 0.02% (n = 190,000). inhibition, % at 10 µM. Q92843. bead-based flow cytometry, Bim peptide-Bcl-W binding. AID 952;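 also: 0% = bound tracer without compound and 100% = peptide blocker; higher means less fluorescent Bim peptide bound to Bcl-W beads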
Target sequence (Q92843 whole entry, looked up): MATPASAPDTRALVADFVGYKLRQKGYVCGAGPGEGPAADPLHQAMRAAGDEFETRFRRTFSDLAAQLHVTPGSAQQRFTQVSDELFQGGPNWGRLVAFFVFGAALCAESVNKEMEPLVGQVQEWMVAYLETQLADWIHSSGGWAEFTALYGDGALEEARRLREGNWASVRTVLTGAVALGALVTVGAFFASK
GSH bead fluor = GSH bead compound fluorescence profile; GSH beads flow cytometry, compound fluorescence 488/530 nm; hits give high values; actives 0.25% (n = 190,000); AID 1776; fluorescence (KMESF) at 10 µM; in the data active = fluorescence above about 89;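 also: glutathione beads carrying GST-tagged Bcl family fusion proteins plus one bare bead set; values are compound well signal with DMSO vehicle wells as background; inactives centre near 16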
Bim-Mcl-1 = disrupts Bim peptide binding to human Mcl-1 | Bead-based flow cytometry, Bim peptide-Mcl-1 binding | actives 0.1% (n = 190,000) | inhibition, % at 10 µM | Q07820;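 also: 0% = no compound tracer wells and 100% = peptide blocker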
RGS7-Gao reg = human RGS7-Galphao interaction regulation; P09471; Multiplexed bead flow cytometry, RGS7-Galphao binding; actives lie on both sides; binding response (% of control), % at 10 µM; AID 1439; actives 0.35% (n = 220,000); in the data active = binding response below about 49% or above about 150%; inconclusive = no clear call, values can overlap the other calls; inactive = in between;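 also: fluorescent Galphao held in activated GDP-AlF4 state binding bead-coupled RGS7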
RGS4-Gao reg = modulates binding of RGS4 to human Galphao. P09471. Multiplexed bead flow cytometry; actives lie on both sides. actives 0.33% (n = 220,000). binding response (% of control), % at 10 µM. AID 1415; in the data active = binding response below about 49% or above about 150%; inactive = in between;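 also: fluorescent Galphao activated with aluminum fluoride binding bead-coupled RGS4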
Starred values were filed as active, the others as inactive; ? = inconclusive; nt = not tested or not shown. Rule as the data show it, unless noted: active = inhibition above about 40%.

mol	Mcl1-Bid inh	Bim-Bcl-XL	Bim-Bfl-1	RGS8-Gao reg	Bim-Bcl-2	Bim-Bcl-B	Bcl-W Bim block	GSH bead fluor	Bim-Mcl-1	RGS7-Gao reg	RGS4-Gao reg
Cc1cccc(CN2C(=O)N/C(=C/c3cc(C)n(-c4cc(C)ccn4)c3C)C2=O)c1	-61	-1	-3	100	-2	-3	0	16	-1	93	96
COc1ccc(/C=N/NC(=O)c2cccc([N+](=O)[O-])c2)cc1OC(=O)c1ccccc1	-12	-5	-10	103	0	-4	1	16	3	109	104
Cc1nnc2ccc(-c3cccc(NC(=O)c4ccc(Br)o4)c3)nn12	-9	6	-5	101	-2	4	0	4	1	101	100
O=C(CN1C(=O)CSc2ccc(S(=O)(=O)N3CCCCC3)cc21)NCc1cccnc1	-4	-6	-4	99	-4	-5	-4	25	-2	96	97
COc1ccc2c(c1)C(=O)N(c1ccccc1)C(=O)C2	-23	-4	0	99	2	0	0	11	-4	95	95
COc1cccc(-c2nnc3sc(-c4cccs4)nn23)c1	-35	0	0	100	-2	-3	0	10	-1	95	96
COCCCNC(=O)c1cc(Sc2ccc(F)cc2)nc2ccccc12	-10	-4	-13	98	-6	-7	-1	13	-1	100	88
COc1ccc(C2OC(=O)CC2C(=O)NCc2ccc(C)cc2)cc1OC (configuration not stated)	-14	0	-6	99	-6	-7	-3	9	-8	95	93
Cc1cc(C(=O)N/N=C/c2ccc(O)c([N+](=O)[O-])c2)n[nH]1	-3	19	22	97	10	16	13	14	11	107	103
CC(NC(=O)NC(=O)c1ccc(Cl)cc1Cl)C1CC1 (configuration not stated)	-8	-4	-6	101	-5	-6	-5	13	0	?	102
CCCCCCNS(=O)(=O)c1ccc(OC)c(OC)c1	3	-8	-18	102	-5	-5	-4	21	-4	100	101
Cc1nn(Cc2cccc(F)c2)c(C)c1NC(=O)c1c([N+](=O)[O-])c(C)nn1C	-4	-2	-4	102	-4	-2	-4	28	-6	95	103
C/C(=N\NC(N)=O)C1(C)CCCCC1	-4	-7	-18	100	-13	-9	-3	24	-6	101	100
O=C(COC(=O)/C=C/c1ccc2c(c1)OCO2)NC1CC1	-12	-9	-10	100	-9	-24	-5	9	-9	101	102
CCOc1ccc(/C=N/OCC(=O)NCc2ccc3c(c2)OCO3)cc1OC	-2	2	7	102	1	4	8	9	0	104	105
O=C(NNC(=O)c1sc2cccc(Cl)c2c1Cl)Nc1ccccc1	-46	2	-5	103	0	-2	1	39	1	98	100
COC(=O)c1ccc(-c2nc(-c3cccs3)no2)cc1	-28	0	-5	96	-4	-2	2	13	3	91	89
COC(=O)c1ccc(COC(=O)c2ccc(S(=O)(=O)N3CCC(C)CC3)cc2)o1	-4	-3	-17	99	-7	-6	0	26	-2	99	101
CCOC(=O)c1ccc(Nc2c(CC)c(C)nc3ncnn23)cc1	-5	-9	-21	97	-5	-8	-6	19	-7	100	96
Cc1cc(NC(=O)CCCN2C(=O)/C(=C\c3cccs3)SC2=S)no1	3	-4	-7	100	-5	-11	-3	11	-3	101	102
O=C(CNC(=O)c1ccco1)NCC(=O)OCc1ccc(C(=O)Oc2ccc(Cl)cc2)cc1	-5	0	0	103	2	2	1	11	0	109	101
COC(=O)c1sccc1NC(=O)c1sccc1C	-6	nt	nt	105	?	nt	nt	15	nt	100	101
CN(C)S(=O)(=O)c1cccc(C(=O)N2CCN(Cc3ccccc3)CC2)c1	-13	-3	-11	103	-10	-8	2	14	0	99	101
COC(=O)Cn1nc(-c2ccccc2)c2cc(Cl)ccc21	18	0	0	104	-2	0	0	11	0	109	106
Nc1ccc(S(=O)(=O)NC2(C(F)(F)F)NC(=O)N(c3ccccc3Cl)C2=O)cc1 (configuration not stated)	-16	-3	-1	99	-2	-3	-2	9	-1	108	103
O=C(Nc1ccnc(-c2ccncc2)n1)C1CC1	4	2	-2	102	3	0	1	19	0	98	101
CCC(C(=O)NCCN1CCN(C)CC1)n1c(C)c2cnn(-c3ccccc3)c(=O)c2c1C (configuration not stated)	-31	-1	3	99	1	-3	-1	24	0	101	104
Cc1ccc(S(=O)(=O)c2nc(C)oc2NCc2ccccc2)cc1	-16	-3	-8	99	-2	-2	-3	61	-1	102	102
Cc1ccsc1/C=C1\SC(N)=NC1=O	-31	0	0	91	-1	0	0	14	-1	92	77
O=C(Nc1nnc(C2CC2)s1)c1cc([N+](=O)[O-])ccc1N1CCCCC1	-19	0	2	98	2	-5	0	9	0	92	93
COc1ccc(-n2cc(-c3ccccc3)[n+]3c2CCCCC3)cc1	-35	-2	-7	105	0	-4	0	23	0	104	102
N#CC1=C(N)Oc2cc(Nc3ccccc3)ccc2C1c1ccncc1 (configuration not stated)	-82	-4	-5	101	-5	-4	-1	55	0	106	106
Cc1cccc(N2CCN(C(=O)CN(C)S(=O)(=O)c3ccc4c(c3)CCC(=O)N4)CC2)c1C	-19	-2	-10	99	-6	-8	1	19	-2	97	96
COc1ccc(-n2c(Cc3cccn3C)nnc2SCC(=O)Nc2cccc(C)c2C)cc1	-6	-5	-12	101	-12	-8	3	25	0	100	103
CCNc1nc(NC(C)C)nc(NS(=O)(=O)c2ccc(Cl)cc2)n1	-18	7	0	100	-2	0	5	12	1	105	98
Cc1[nH]c2ccccc2c1C(=O)NS(=O)(=O)Nc1ccccc1	-31	-3	-6	101	0	-2	-4	27	-2	93	98
CCOC(=O)c1cc(CC)sc1NC(=O)C(c1ccccc1)c1ccccc1	0	-5	-6	101	-8	-7	-2	14	-4	100	102
OCCC1CN(Cc2cccc3nccnc23)CCN1C1CCCC1 (configuration not stated)	-21	-1	4	99	3	0	-1	9	-5	92	98
O=C(c1ccccc1)N1CCN(C(=O)c2ccc([N+](=O)[O-])cc2)CC1	10	-7	-3	99	-6	-7	-5	11	-3	100	101
CC(NC(=O)c1ccc2c(c1)OCO2)C1CCCO1 (configuration not stated)	-2	-1	0	98	1	-3	-2	11	0	100	103
Cc1cc(O)c(Oc2cc(C)cc(O)c2O)c(O)c1	-8	3	12	95	1	-12	4	20	-3	87	88
OCC(O)C(O)C(O)C(O)c1nc2ccccc2[nH]1 (configuration not stated)	-13	-5	-4	96	-6	-3	-2	12	-3	?	97
CC(=O)NC1(C(F)(F)F)C(=O)Nc2c1c(=O)[nH]c(=O)n2Cc1ccco1 (configuration not stated)	-9	-2	0	103	-1	0	-4	11	-1	100	102
COc1cc(NC(=O)c2ccccc2[N+](=O)[O-])c(C(=O)O)cc1OC	11	-3	-2	102	-3	-4	0	20	8	100	101
Cc1ccc(-n2c(SCc3nc4ccccc4c(=O)[nH]3)nnc2-c2ccccc2O)cc1	-14	-1	-4	112	-1	-3	-1	12	-1	102	101
CC(=O)Nc1ccc(C(=O)NNC(=O)c2cccs2)cc1	-35	-1	1	91	-1	-2	0	7	-1	99	98
CNc1nccc(-c2ccc(F)cc2)c1C#N	-2	-1	-5	100	-3	-2	0	15	-1	102	104
Cc1ccc(C(=O)NCC(=O)OCC(=O)Nc2ccccc2[N+](=O)[O-])cc1	2	-3	0	104	3	-2	-1	10	0	103	102
O=C(CN1CCN(C(=S)NC2CCCC2)CC1)Nc1ccc(Oc2ccccc2)cc1	-49	-9	-8	90	-3	-14	-12	21	-6	97	97
CCOC(=O)N1CCN(C(=O)c2ccc(C#CC3(O)CCCCC3)cc2)CC1	-6	-4	-8	100	-9	-12	2	43	-9	98	100
COc1ccc(-c2nn(C)c(=O)c3ccccc23)cc1CNC(=O)NC1CCCCC1	62*	-2	0	103	0	-3	-3	10	1	105	100
CC1CCc2nc(NC(=O)CN3CCN(c4ccccc4)CC3)sc2C1 (configuration not stated)	-60	1	-1	104	-1	1	2	11	-1	103	104
CCC(=O)N1CCc2cc(S(=O)(=O)CCC(=O)Nc3ccc(OC)c(OC)c3)ccc21	-13	0	-1	100	0	-2	0	13	0	101	99
Cc1ccc(CNC(=O)C2CCN(S(=O)(=O)c3cccs3)CC2)o1	-32	-12	-34	101	-3	-9	-8	26	-7	98	99
C#CCOCCOCCOCCNc1nc(N2CCN(C(=O)[C@H]([C@@H](C)CC)n3cc(CCCN=C(N)N)nn3)CC2)nc(N2CCN(C(=O)[C@H](Cc3ccc(O)cc3)n3cc(CCO)nn3)CC2)n1	0	-4	0	96	0	-2	0	16	0	99	101
O=C(N/N=C/C=C/c1ccccc1)c1ccc(Br)cc1	11	-6	-12	101	-8	-4	-1	16	-3	98	96
COc1ccc(NC(=O)C(CCCCNC(=O)OC(C)(C)C)NC(=O)OCc2ccccc2)cc1 (configuration not stated)	2	-7	-13	105	-7	-13	-5	15	-5	107	104
Cc1nc2nc(C)c(CCC(=O)NCCC3=CCCCC3)c(C)n2n1	-45	-5	-4	93	-3	-3	-4	4	0	90	84
CC(C)Cn1c(-c2csc3ccccc23)n[nH]c1=S	-96	-4	-4	95	-5	-20	1	44	-1	97	102
COCC(C)n1c(C)cc(C(=O)CN2C(=O)NC3(CCCCC3C)C2=O)c1C (configuration not stated)	-104	0	-1	103	-2	-3	-3	16	-1	106	107

Two entries from above, reformatted.
COc1ccc(-c2nn(C)c(=O)c3ccccc23)cc1CNC(=O)NC1CCCCC1
- Mcl1-Bid inh: 62*
- Bim-Bcl-XL: -2
- Bim-Bfl-1: 0
- RGS8-Gao reg: 103
- Bim-Bcl-2: 0
- Bim-Bcl-B: -3
- Bcl-W Bim block: -3
- GSH bead fluor: 10
- Bim-Mcl-1: 1
- RGS7-Gao reg: 105
- RGS4-Gao reg: 100

CC1CCc2nc(NC(=O)CN3CCN(c4ccccc4)CC3)sc2C1 (configuration not stated)
- Mcl1-Bid inh: -60
- Bim-Bcl-XL: 1
- Bim-Bfl-1: -1
- RGS8-Gao reg: 104
- Bim-Bcl-2: -1
- Bim-Bcl-B: 1
- Bcl-W Bim block: 2
- GSH bead fluor: 11
- Bim-Mcl-1: -1
- RGS7-Gao reg: 103
- RGS4-Gao reg: 104

Next part.
mol	Mcl1-Bid inh	Bim-Bcl-XL	Bim-Bfl-1	RGS8-Gao reg	Bim-Bcl-2	Bim-Bcl-B	Bcl-W Bim block	GSH bead fluor	Bim-Mcl-1	RGS7-Gao reg	RGS4-Gao reg
O=C(COC(=O)C1CCN(S(=O)(=O)c2cc([N+](=O)[O-])ccc2Cl)CC1)Nc1ncc(Cl)cc1Cl	-10	2	15	105	17	15	5	8	0	104	101
N#Cc1c2n(c(=S)n(-c3ccccn3)c1=O)CCCCC2	-46	3	-5	98	-6	-5	4	44	2	99	96
CCCn1c(SCC(=O)Nc2nnc(-c3ccccc3)s2)nnc1-c1ccccn1	-2	-2	-8	100	-6	-4	1	31	2	101	100
CN(C(=O)COC(=O)COc1ccc(Cl)cc1)C1CCCCC1	-36	2	-2	99	0	0	2	21	0	90	89
CCn1c(COc2ccccc2)nnc1SCC(=O)Nc1cc(OC)ccc1OC	-6	-1	0	92	-2	-1	-2	18	-2	102	112
Cc1ccc2nc(C(Cl)(Cl)Cl)nc(N/N=C/c3ccncc3)c2c1	-28	0	-4	100	-2	-3	-3	11	1	102	98
O=C(NC(c1ccccc1)c1ccccc1)N1CCN(CCO)CC1	-13	-2	-7	116	-8	-7	4	41	0	108	106
CCCn1c2ccccc2c2nnc(SCC(=O)Nc3cc(C)on3)nc21	-19	-13	-7	100	-3	-1	6	63	1	99	103
Cc1ccc(S/C=C\C(=O)c2ccccc2)cc1	12	-8	-18	101	-9	-9	-2	12	-2	98	102
